Source: PubChem BioAssay
IEC-6 tox = IEC-6 cytotoxicity, counter-screen for KLF5 inhibitors. AID 1825. inhibition, % at 5 µM. hit rate 0.78% among 290,000. luminescence viability; in the data active = inhibition above about 22%;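 note: 0% = plate median of test compound wells and 100% = cytotoxic reference compound wells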
KLF5 inh = inhibitors of KLF5 expression | DLD-1 KLF5 promoter-luciferase reporter, luminescence | inhibition, % at 5 µM | hit rate 0.23% among 290,000 | AID 1700;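 active = inhibition above a per-plate limit of that plate's mean compound inhibition plus 3 SD, cut at about 60% in these data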;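 note: 0% = DMSO wells and 100% = LY294002 at 200 µM; higher means less KLF5 promoter-driven luciferase light; inactives centre near -14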
HSP90 refold inh = blocks HSP90-mediated luciferase refolding in reticulocyte lysate. Rabbit reticulocyte lysate, luciferase refolding luminescence, 3 h. inhibition, % at 5.6 µM. hit rate 0.91% among 290,000. AID 1789;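 active = inhibition above the screen-wide mean plus 3 SD, computed separately per campaign, cut at about 16% in these data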;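 note: 0% = DMSO wells and 100% = 60 µM geldanamycin wells; inhibitors lower the luminescence because luciferase stays unfolded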
GSK3B inh = blocks human GSK3beta kinase activity | P49841 | hit rate 0.038% among 300,000 | AID 2097 | activity score (negative = inhibition), % at 10 µM | GST-GSK3beta kinase, ADP-Glo luminescence, 60 min; stronger effect = lower value;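 active = more than half of replicate wells score below -50%, meaning over 50% inhibition versus plate controls; inconclusive = some replicates but at most half score below -50%; inactive = no replicate scores below -50%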;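 note: 0% = median DMSO wells and -100% = median GW8510 positive control wells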
Target sequence (P49841 whole entry, looked up): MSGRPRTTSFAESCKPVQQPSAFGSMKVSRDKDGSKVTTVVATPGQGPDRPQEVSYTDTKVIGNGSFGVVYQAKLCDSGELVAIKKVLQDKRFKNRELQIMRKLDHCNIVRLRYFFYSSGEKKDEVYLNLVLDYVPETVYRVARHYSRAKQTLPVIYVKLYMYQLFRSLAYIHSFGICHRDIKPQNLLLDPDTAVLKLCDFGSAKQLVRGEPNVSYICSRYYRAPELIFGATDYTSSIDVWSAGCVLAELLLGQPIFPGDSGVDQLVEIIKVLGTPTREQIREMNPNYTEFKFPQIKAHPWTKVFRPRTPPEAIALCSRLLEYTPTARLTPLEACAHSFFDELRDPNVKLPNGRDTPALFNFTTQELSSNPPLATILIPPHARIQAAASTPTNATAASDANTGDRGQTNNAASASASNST
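Test system – GST-tagged human GSK3beta kinase, cell-free · Incubation – 60 min enzyme reaction, room temperature · Signal – ADP-Glo luminescence · Also added – peptide substrate and ATP at 25 µM · Controls – DMSO neutral wells and GW8510 at 20 µM as positive · Buffer or medium – Tris/MgCl2 kinase buffer · Measure – Luminescence-derived activity versus plate DMSO and GW8510 wells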
HSF1 activator = increases HSF-1 driven luciferase reporter signal | NIH3T3-HGL HSF-1 luciferase reporter, MG132, 8 h; 100% = twice DMSO control signal | activation, % at 9 µM | hit rate 1.7% among 300,000 | AID 504408;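 active = mean replicate activation of at least 50% with a set share of replicates each reaching 50%; inconclusive = only one of those two conditions met; inactive = mean below 50% and too few replicates reaching it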;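 note: 0% = median of the neutral control wells and 100% = twice that signal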
GSK3 alpha inh = inhibitors of human GSK-3 alpha kinase; P49840; inhibition, % at 10 µM; AID 2650; hit rate 0.1% among 320,000; ADP-Glo luminescence, 60 min;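 in the data active = inhibition above about 50%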;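 note: GST-tagged GSK-3 alpha with peptide substrate and 25 µM ATP; 0% = DMSO neutral wells and 100% = GW8510 positive control wells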
Target sequence (P49840 whole entry, looked up): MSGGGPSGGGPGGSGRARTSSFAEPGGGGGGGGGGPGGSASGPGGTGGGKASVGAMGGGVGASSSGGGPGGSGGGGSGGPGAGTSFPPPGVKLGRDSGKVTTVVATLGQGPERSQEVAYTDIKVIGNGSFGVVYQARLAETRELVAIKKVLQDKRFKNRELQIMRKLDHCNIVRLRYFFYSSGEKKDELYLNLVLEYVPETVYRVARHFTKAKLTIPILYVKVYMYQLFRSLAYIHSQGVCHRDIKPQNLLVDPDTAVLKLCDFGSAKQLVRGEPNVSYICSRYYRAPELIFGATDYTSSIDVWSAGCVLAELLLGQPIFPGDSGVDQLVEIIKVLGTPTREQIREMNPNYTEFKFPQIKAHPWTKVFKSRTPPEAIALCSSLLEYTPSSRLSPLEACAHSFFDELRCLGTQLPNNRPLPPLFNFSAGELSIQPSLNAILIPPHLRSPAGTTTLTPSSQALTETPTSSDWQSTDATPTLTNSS
PolyA inh = inhibitors of polyadenylation in S. cerevisiae; calls only at 12 µM; S. cerevisiae SKY197-pL101 polyadenylation reporter, beta-gal luminescence; efflux-impaired pdr1/pdr3 knockout yeast; score 100 = 6 SD above DMSO; hit rate 0.02% among 300,000;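 active = lowest replicate activity score at least 50, where 100 means six control SD above control mean; inconclusive = lowest score under 50 but half or more replicates reach 50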;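 note: yeast exposed to compound for 9 h at 30 °C; higher score means more reporter readthrough which indicates perturbed polyadenylation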
aSyn 5UTR inh = MLPCN primary screen, SNCA 5' untranslated region. alpha-synuclein 5'UTR reporter, inhibitor activity. inhibition, % (tested at 7.5 µM). hit rate 0.82% among 300,000; in the data active = inhibition above about 60%; inconclusive = no clear call, values can overlap the other calls;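 note: H4 neuroglioblastoma cells stably carrying SNCA 5'UTR luciferase fusion; 0% = DMSO wells and 100% = positive control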
AI-2 QS modul = modulators of Vibrio harveyi AI-2 quorum sensing system; Vibrio harveyi JMH597 AI-2 luminescence/OD600 ratio, 9 h; stronger effect = lower value; strain lacks LuxN and CqsS sensors; 0 = neutral-control median; activity change, % at 7.5 µM; hit rate 0.4% among 300,000; AID 2094; in the data active = activity change below about -75%, passing the limit was not always enough; inconclusive = no clear call, values can overlap the other calls;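 note: luminescence divided by OD600 gain over 9 h not by final OD600 alone; inactives centre near 13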
HSF1 inhib = HSF1 inhibition; hit rate 0.77% among 300,000; NIH3T3-HGL HSE-luciferase, MG132-induced, luminescence 8 h; stronger effect = lower value; activity change, negative = inhibition, % at 7.5 µM (by protocol);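 active = more than half of replicate wells show activity change below -50%, luminescence cut by over half; inconclusive = some wells, but at most half, below -50%; inactive = no replicate well below -50%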;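 note: luciferase reports HSF-1 transcriptional activity via heat shock element; 0% = median of DMSO wells and -100% = zero luminescence signal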
Starred values were filed as active, the others as inactive; i = inactive; ? = inconclusive; . = not tested or not shown; & = joins results of further samples. Some of the compounds tested; the hit share may differ from the screen's.

#1 COc1ccc(-c2nc(CS(=O)CC(=O)NCCN3CCCCC3C)c(C)o2)cc1OC (centres undefined)
#2 COC(=O)c1ccccc1NC(=O)c1ccnn1C
#3 Cc1ccc(S(=O)(=O)c2ccccc2)cc1S
#4 COC(=O)c1ccc(-c2nc(CN3CCN(Cc4cccc(C)c4)CC3)c(C)o2)cc1
#5 Cc1cccc(NC(=O)CNC(=O)c2ccccc2Cl)n1
#6 N#Cc1ccsc1NC(=O)CN1CCN(S(=O)(=O)c2ccc3ccccc3c2)CC1
#7 CC(C)[C@@H]1N[C@]2(C(=O)Nc3ccccc32)[C@@H]2C(=O)N(c3cccc(C(F)(F)F)c3)C(=O)[C@@H]21
#8 COc1ccc(C(=S)N2CCN(c3cccc(Cl)c3)CC2)c(OC)c1
screen / no.	1	2	3	4	5	6	7	8
IEC-6 tox	8	3	-1	-4	1	-8	10	54*
KLF5 inh	8	-38	-22	-1	-52	10	-3	40
HSP90 refold inh	5	-3	1	9	0	2	2	-3
GSK3B inh	-3	-1	0	-2	1	2	0	-1
HSF1 activator	-7	-9	-4	-14	6	?	17	.
GSK3 alpha inh	-1	.	-1	-1	-1	-4	-4	-4
PolyA inh	i	i	i	i	i	i	i	i
aSyn 5UTR inh	-13	-25	-12	8	-22	20	6	43
AI-2 QS modul	-6	23	5	14	31	26	25	9
HSF1 inhib	-6	-6	0	4	6	37	2	.

#9 O=C(COC(=O)CCc1nc2ccccc2c(=O)[nH]1)NC(=O)NC1CCCC1
#10 Cc1cc(C)c2c(c1)c(C)cc1nnc(SCC(=O)c3cccs3)n12
#11 Cc1c(CNCCc2ccc(Cl)cc2)c(C(=O)O)c(C)n1Cc1ccccc1
#12 NCCCC[C@H]1CNC(=S)N1CC1CCCCC1
#13 O=C(COC(=O)c1cc([N+](=O)[O-])ccc1NCCO)c1ccccc1
#14 CC(NC(=O)CCl)c1ccccc1Br (centres undefined)
#15 Cc1cc(NC(=O)CCCC(=O)Nc2ccc(F)cc2)no1
#16 Fc1cc(F)c2nc(Nc3nc4cc5c(cc4s3)OCO5)sc2c1
screen / no.	9	10	11	12	13	14	15	16
IEC-6 tox	8	-1	-1	0	2	3	5	0
KLF5 inh	-23	-2	-55	0	2	6	-46	30
HSP90 refold inh	0	1	-2	11	0	2	0	-5
GSK3B inh	0	2	2	2	3	3	-3	2
HSF1 activator	1	16	4	-3	7	38	-10	47
GSK3 alpha inh	0	1	-1	1	-3	-2	-2	-2
PolyA inh	i	i	i	i	i	i	i	i
aSyn 5UTR inh	1	-23	-11	0	-13	-99	5	-176
AI-2 QS modul	10	21	30	20	15	-21	21	20
HSF1 inhib	-2	5	5	0	5	15	1	36

#17 N/N=C(\c1ccccc1)c1cc(Br)ccc1N
#18 Cc1ccc(S(=O)(=O)N2CC(=O)NC(=O)C2)cc1
#19 COc1c(C)cc(C(=O)C2CCCN(C(=O)c3ccoc3)C2)cc1C (centres undefined)
#20 COc1ccc(-c2nc3ccccc3c(=O)n2CC(C)C)cc1
#21 Cc1ccc(SCC(=O)NC(=O)c2ccc(S(=O)(=O)N(C)C)cc2)cc1C
#22 CC(C)c1cccc(C(C)C)c1OCCCCN1CCCC1
#23 Cc1csc(NC(=O)CSc2nnc(-c3ccc(S(=O)(=O)N4CCCC4)cc3)o2)n1
#24 COc1ccc(CN2CCN(CCc3ccccc3)C(CCO)C2)cc1Cn1cncn1 (centres undefined)
screen / no.	17	18	19	20	21	22	23	24
IEC-6 tox	2	2	4	3	-6	5	-7	-1
KLF5 inh	-13	-16	-18	-9	-5	-1	4	-6
HSP90 refold inh	1	-4	0	-1	0	7	-4	2
GSK3B inh	1	1	-3	-1	-1	1	1	-4
HSF1 activator	9	13	2	19	4	13	-11	10
GSK3 alpha inh	0	-2	-4	0	-1	-4	-1	.
PolyA inh	i	i	i	i	i	i	i	i
aSyn 5UTR inh	24	-4	-4	13	-6	-2	-19	1
AI-2 QS modul	16	-12	-6	23	15	1	5	12
HSF1 inhib	7	3	5	-8	-3	5	-4	4

#25 CCCCNC(=O)CN1C(=O)NC2(CCCc3ccccc32)C1=O (centres undefined)
#26 CCOc1ccc(NS(=O)(=O)c2ccc(C(=O)N3CCCCCC3)cc2)cc1
#27 COc1cc(C)c(Br)cc1S(=O)(=O)NCCN1CCOCC1
#28 O=S(=O)(Cc1ccccc1)NCC1CCCO1 (centres undefined)
#29 C[N+](C)(C)CCCCCCC(=O)/C=N/O
#30 CNC(=O)c1c2c(nc3ccc(Br)cc13)CCCC2
#31 O=C(NCCC1CCCCN1S(=O)(=O)c1ccc(Cl)cc1)C(=O)NCCN1CCOCC1 (centres undefined)
#32 CCN1CNC(=S)N(CCc2ccccc2)C1
screen / no.	25	26	27	28	29	30	31	32
IEC-6 tox	0	.	2	-1	-5	0	.	1
KLF5 inh	-28	.	-11	-10	-9	-38	.	-5
HSP90 refold inh	-2	.	-3	0	-1	2	.	-6
GSK3B inh	-1	-3	2	-3	-7	-2	3	0
HSF1 activator	-4	7	-4	-16	-8	37	-17	2
GSK3 alpha inh	1	.	0	-2	.	-1	2	-2
PolyA inh	i	i	i	i	i	i	i	i
aSyn 5UTR inh	15	3	-6	-3	12	28	12	-25
AI-2 QS modul	27	12	8	0	-1	0	11	2
HSF1 inhib	11	-1	-8	-2	-1	6	0	5

#33 FC(F)(F)c1cccc(-c2nc(-c3ccncc3)no2)c1
#34 COc1ccc(NC(=O)CSc2n[nH]c(=O)n2Cc2ccccc2)cc1Cl
#35 CCOC(=O)C1CCN(C(C(=O)Nc2ccc3c(c2)OCCO3)c2ccccc2)CC1 (centres undefined)
#36 CCc1cccc(NS(=O)(=O)c2ccc3c(c2)oc(=O)n3C)c1
#37 CC1CCc2c(sc(NC(=O)C3c4ccccc4Oc4ccccc43)c2C(N)=O)C1 (centres undefined)
#38 O=C(O)CCSc1nnnn1-c1ccccc1
#39 NC(=O)C1CCN(CC(=O)Nc2cccnc2Cl)CC1
#40 Cc1ccc(NC(=O)CSC2=NCCN2)cc1
screen / no.	33	34	35	36	37	38	39	40
IEC-6 tox	4	0	10	2	2	-8	-1	2
KLF5 inh	-38	-2	-8	-9	-3	-16	10	-9
HSP90 refold inh	-2	-7	6	1	-3	1	1	0
GSK3B inh	-1	4	-1	1	7	0	3	2
HSF1 activator	8	12	17	2	0	1	-12	-1
GSK3 alpha inh	0	2	-1	-3	6	-6	-4	-3
PolyA inh	i	i	i	i	i	i	i	i
aSyn 5UTR inh	-191	11	16	-18	12	9	-6	10
AI-2 QS modul	20	22	14	32	26	19	8	-1
HSF1 inhib	2	7	8	8	5	-1	-13	-3

#41 Cn1c(=O)c2c(nc(SCCN3CCOCC3)n2Cc2ccccc2Cl)n(C)c1=O
#42 Clc1ccc(-c2noc(CN3CCCC3)n2)cc1
#43 CC(=O)c1ccc(NS(=O)(=O)c2ccc(N/C=C/C(=O)c3ccc(F)cc3)cc2)cc1
#44 CCN(CC)c1ccc(NC(=O)COc2ccccc2C#N)cc1S(=O)(=O)Nc1ccc(OC)cc1
#45 O=C(CCCc1c[nH]c2ccccc12)N1CCOCC1
#46 CC(C)[C@H](N)C(=O)OCCOCn1cnc2c(=O)[nH]c(N)nc21
#47 COc1cccc(CNc2ccc([N+](=O)[O-])c(NCC(=O)O)n2)c1
#48 CC1C[N+](=C2C=C(N3CCOCC3)CC(C)(C)C2)CC(C)O1 (centres undefined)
screen / no.	41	42	43	44	45	46	47	48
IEC-6 tox	2	3	1	2	-2	.	-3	5
KLF5 inh	-5	-22	-24	-4	-11	.	-22	-9
HSP90 refold inh	1	0	5	4	0	.	-2	0
GSK3B inh	-1	5	-3	6	-1	2	1	1
HSF1 activator	-11	27	2	40	-9	4	-1	-3
GSK3 alpha inh	-2	0	-3	-1	0	0&0	-4	0
PolyA inh	i	i	i	i	i	i	i	i
aSyn 5UTR inh	33	-86	-11	-13	-26	0	-35	1
AI-2 QS modul	-14	13	21	1	15	9	22	17
HSF1 inhib	-1	6	0	6	-7	-3	-4	-1

#49 COc1ccc(-c2nc(CCNC(=O)c3ccco3)cs2)cc1OC
#50 O=C(NCC1CCCO1)C1CC(c2ccccc2Cl)=NO1 (centres undefined)
#51 Cc1nnc(SCC(=O)NC2CCC(C)CC2)s1 (centres undefined)
#52 COCCCn1c(SCC(=O)NNC(=O)c2cccc(O)c2)nnc1-c1ccncc1
#53 CCOC(=O)/C=c1\s/c(=C\c2ccc3cc(OC)ccc3c2)c(=O)n1CC(=O)NCc1ccc2c(c1)OCO2
#54 COc1cc([N+](=O)[O-])c(OC)cc1SCc1n[nH]c(=S)n1-c1ccc(F)cc1
#55 CC1=NN(C(=O)c2ccccc2F)C(O)(c2ccc(Cl)cc2)C1 (centres undefined)
#56 CCn1cc(Br)c(C(=O)NC(=S)Nc2ccc(C(=O)OC)cc2)n1
screen / no.	49	50	51	52	53	54	55	56
IEC-6 tox	6	-6	.	0	1	1	11	0
KLF5 inh	-116	-20	.	10	-12	-7	-29	10
HSP90 refold inh	0	-1	.	6	0	-1	-1	3
GSK3B inh	0	2	-4	1	0	0	0	4
HSF1 activator	-12	-16	20	-3	-1	4	17	8
GSK3 alpha inh	4	0	-3	0	2	-1	-1	0
PolyA inh	i	i	i	i	i	i	i	i
aSyn 5UTR inh	7	-30	1	15	-3	8	11	-25
AI-2 QS modul	39	16	7	9	1	18	-3	16
HSF1 inhib	-6	5	1	-11	-11	-6	19	2
